# Kir21 inh: inhibitors of mouse Kir2.1 inward-rectifier potassium channel; Inward rectifier potassium channel 2 (Mus musculus), P35561; HEK293-Kir2.1, FluxOR thallium flux fluorescence; active compounds read low; B-score at 10 µM; actives 0.85% (n = 310,000);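 active = fluorescence ratio B-score at or below minus 3 SD of library scores, with starting-brightness B-score within 2 SD, cut at about -4.2 in these data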;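 note: channel flux triggered by added potassium and thallium sulfate stimulus; B-score of peak minus minimum fluorescence over baseline after thallium stimulus; more negative B-score means stronger Kir2.1 block with less thallium influx; some compounds called inactive have numbers as strong as hits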
# Target sequence (P35561 whole entry, looked up): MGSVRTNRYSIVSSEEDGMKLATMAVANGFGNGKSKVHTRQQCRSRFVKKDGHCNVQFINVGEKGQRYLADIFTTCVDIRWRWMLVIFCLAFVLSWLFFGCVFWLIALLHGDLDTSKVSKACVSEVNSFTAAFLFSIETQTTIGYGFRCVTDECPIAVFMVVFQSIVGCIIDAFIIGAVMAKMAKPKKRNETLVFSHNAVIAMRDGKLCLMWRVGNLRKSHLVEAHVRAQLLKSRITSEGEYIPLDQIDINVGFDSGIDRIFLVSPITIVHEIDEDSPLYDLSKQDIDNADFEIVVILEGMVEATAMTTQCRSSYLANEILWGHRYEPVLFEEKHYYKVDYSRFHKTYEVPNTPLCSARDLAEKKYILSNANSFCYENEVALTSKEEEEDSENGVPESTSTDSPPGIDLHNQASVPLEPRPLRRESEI
# KCNQ2 inh: KCNQ2 potassium channel inhibitors, primary screen, cell-based, CHO-K1, FluxOR thallium flux, B-score (AID 2156). actives 1.1% (n = 310,000). 20 min; active compounds read low. B-score at 10 µM. Potassium voltage-gated channel subfamily KQT member 2 (Rattus norvegicus), O88943;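 active = fluorescence ratio B-score at most minus 3 library SDs, with starting brightness B-score within 2 library SDs, cut at about -5.5 in these data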
# CHT block: inhibitors of human choline transporter CHT | B-score at 10 µM | actives 0.86% (n = 310,000) | High affinity choline transporter 1 (Homo sapiens), Q9GZV3 | CHT-expressing cells, membrane potential dye, choline response; active compounds read low;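 active = B-score over 3 SD under the library average, and starting fluorescence ratio not unusually high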;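 note: choline stimulus applied at its EC90 after an EC20 pre-addition; B-score computed on integrated fluorescence ratio after choline addition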
# Target sequence (Q9GZV3 whole entry, looked up): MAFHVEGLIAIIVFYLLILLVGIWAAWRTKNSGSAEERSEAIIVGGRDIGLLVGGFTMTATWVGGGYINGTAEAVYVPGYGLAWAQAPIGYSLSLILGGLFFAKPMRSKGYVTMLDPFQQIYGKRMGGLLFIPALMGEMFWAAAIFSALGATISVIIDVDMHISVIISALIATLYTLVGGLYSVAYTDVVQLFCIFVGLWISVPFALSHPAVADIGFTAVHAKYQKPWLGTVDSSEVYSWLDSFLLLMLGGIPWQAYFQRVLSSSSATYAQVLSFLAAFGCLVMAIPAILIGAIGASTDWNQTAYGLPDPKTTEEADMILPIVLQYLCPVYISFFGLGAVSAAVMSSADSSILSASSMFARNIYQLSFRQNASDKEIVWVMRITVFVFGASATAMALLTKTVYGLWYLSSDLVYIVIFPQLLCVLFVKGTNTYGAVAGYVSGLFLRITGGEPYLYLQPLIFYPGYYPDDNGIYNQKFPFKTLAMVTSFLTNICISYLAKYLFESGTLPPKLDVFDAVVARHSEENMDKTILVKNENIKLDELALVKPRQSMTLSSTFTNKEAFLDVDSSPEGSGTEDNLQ
# An asterisk follows results filed as active; i = inactive.
# The line under a structure holds: CHT block	Kir21 inh	KCNQ2 inh
COc1cc(OC)c2c(c1)OCC1CON(C)C21 (stereo not drawn)
 : i	0.26	i
CC[C@@H]1C=CC=CC[C@H](C)[C@@H](O)[C@@H](C)C(=O)[C@H](C)[C@@H](O)[C@H](C)C(=O)[C@H](C)[C@@H](O)[C@H](C)C=CC(=O)O[C@H]2[C@@H](C)[C@@H](CC1)O[C@@]1(CC[C@@H](C)[C@@H](C[C@H](C)O)O1)[C@@H]2C
 : i	0	i
COc1ccc(CCn2c(O)c(/C=N/N3CCCCC3)c(=O)[nH]c2=O)cc1OC
 : i	-2.59	i
O=C(c1c[nH]c2ccc(S(=O)(=O)N3CCOCC3)cc2c1=O)N1CCC2(CC1)OCCO2
 : i	2.91	i
COc1cccc(N=Cc2c(O)n(Cc3ccco3)c(=O)[nH]c2=O)c1
 : i	-1.22	i
O=c1c2ccccc2nc(CSc2ncnc3nc[nH]c23)n1-c1ccccc1Cl
 : i	0.06	i
CCc1c(C)nc(N)nc1N1N=C1SCC(=O)OC
 : i	0.57	i
CCOc1ccc(C(=O)OC2CC3CCC(C2)N3C)cc1 (stereo not drawn)
 : i	-1.5	i
C=C1C(=O)[C@@]23C[C@H]4[C@@H]5[C@@]6(C)CCC[C@@]57[C@@H]2[C@@H](O)[C@@H]1C[C@H]3[C@H]7N4C6
 : i	-0.85	i
CCCCc1cc(=O)oc2cc(OCC(=O)N3C[C@H]4C[C@@H](C3)c3cccc(=O)n3C4)c(Cl)cc12
 : i	-0.86	i
COc1ccccc1N1CCN(C(CNC(=O)Oc2ccccc2)c2cccnc2)CC1 (stereo not drawn)
 : -6.58*	-0.5	i
COC(=O)C1=C(c2ccccc2)C[C@@H]2CC[C@H]1N2C(=O)N1CCCC1
 : i	0.06	i
O=C1/C(=C/c2cccc([N+](=O)[O-])c2)N2CCC1CC2
 : i	-0.02	i
N[C@@H](Cc1cc(Br)c(O)c(Br)c1)C(=O)O
 : i	-0.73	i
CC[N+](CC)(CC#CCO)CC#Cc1ccccc1
 : -8.64*	-1.84	i
CN(C)c1ccc(NC(=O)CN2C(=O)CN=C(c3ccccc3)c3cc(Cl)ccc32)cc1
 : i	1.68	i
Cc1cc(OC(C)C(=O)NCC(O)c2ccccc2)c2c3c(c(=O)oc2c1)CCC3 (stereo not drawn)
 : i	0.77	i
C#CC[N+]1(C)[C@@H]2CC[C@H]1CC(OC(=O)C(CO)c1ccccc1)C2 (stereo partly drawn)
 : i	1.39	i
COC(=O)C1=C(c2cc3ccccc3s2)C[C@@H]2CC[C@H]1N2C(=O)NCc1cccc2ccccc12
 : i	2.94	i
COC(=O)C1=C(c2cccc(OC)c2OC)C[C@@H]2CC[C@H]1N2C(=O)NC1CCCCC1
 : i	-0.2	i
CC1=C(C(=O)OC(C)C)[C@]2(C(=O)N(CC(N)=O)c3ccccc32)C(C#N)=C(N)O1
 : i	0.95	i
C[C@]12CC[C@H]3[C@@H](CCC4=CC(=O)CC[C@@]43O)[C@@H]1CCC2=O
 : i	-1.27	i
O=c1[nH]c(=O)n(CCc2ccc(F)cc2)c(O)c1C=NCCCn1ccnc1
 : i	1.26	i
O=C1OC(c2ccc(Cl)cc2)=N/C1=C\N1CC2CC(C1)c1cccc(=O)n1C2 (stereo not drawn)
 : i	0.48	i
Cc1ccc(/C=C2/C(=O)NC(=O)N(CCc3ccc(F)cc3)C2=O)o1
 : i	-0.22	i
CC(=O)c1ccc(OCC(=O)N2CCCC(N3CCN(c4ccccc4C)CC3)C2)cc1 (stereo not drawn)
 : i	1.31	i
COc1ccc(S(=O)(=O)NC(CC(=O)N2CCC3(CC2)OCCO3)C(C)C)cc1 (stereo not drawn)
 : i	0.98	i
C=C1CC[C@@]2(O)[C@H]3Cc4ccc(O)c5c4[C@@]2(CCN3CC2CC2)[C@H]1O5
 : i	1.51	i
CC(Cc1ccccc1)NCc1ccccc1O (stereo not drawn)
 : i	-5.51*	i
COC(=O)C1C(O)C(C)C(O)C(C)/C=C\C=C(/C)C(=O)Nc2c(C)c(OC(C)=O)c3c(c2O)C(=O)C(C)=C2OCOC(=C23)/C(C)=C/C(C)(O)C(O)C(C)C1O (stereo not drawn)
 : i	-0.08	i
COc1cc(C(=O)Nc2ccc(Br)cc2C(=O)c2ccccc2Cl)cc(OC)c1OC
 : i	-0.14	i
CC1C(c2cccs2)=[N+]([O-])C(C)(C(=O)c2cccs2)N1O (stereo not drawn)
 : i	-0.89	i
CCOP(=O)(OCC)C(NC(=O)c1ccc(OC)cc1)C(Cl)(Cl)Cl (stereo not drawn)
 : i	1.67	i
C/C=C1/CN2[C@@H]3C4CO[C@@H]3c3c([nH]c5cc(OC)ccc35)[C@@H]2CC14 (stereo partly drawn)
 : i	0.1	i
Cc1ccnc(-n2c(C)nc3ccccc3c2=O)c1
 : i	-0.35	i
COCCCNC(=O)c1c(NC(=O)c2ccccc2Cl)n(Cc2ccccc2)c2nc3ccccc3nc12
 : i	0.02	i
Cc1ccc2c(c1)C1CN(C)CCC1N2C(=S)Nc1cccnc1 (stereo not drawn)
 : i	0.84	i
CCOc1cc(CNC(C)C(O)c2ccccc2)cc(Cl)c1OCC (stereo not drawn)
 : i	-5.58*	i
CC1CCCN(C(=O)CN2C3CCC2CC(O)(c2ccc(F)cc2)C3)C1 (stereo not drawn)
 : i	-0.01	i
CCOc1ccc(-c2cc(C)[n+](CCc3ccc(OC)c(OC)c3)c(-c3ccc(OCC)cc3)c2)cc1
 : i	-3.16	-5.78*
CCC(=NCc1cccnc1)c1c(O)n(C2CCCCC2)c(=O)[nH]c1=O
 : i	-1.2	i
CCn1c(O)c(C=Nc2ccc(N3CCOCC3)c(Br)c2)c(=O)n(CC)c1=S
 : i	0.69	i
Cc1ccc(N2C(=O)NC(=O)C3(Cc4ccccc4N4CCCC43)C2=O)cc1 (stereo not drawn)
 : i	0.69	i
CCCc1nc2ccccc2c(=O)n1-c1ccc(O)cc1
 : i	-3.67	i
CCOP(=O)(OCC)C1(C(=O)O)CCCC1
 : i	0.04	i
Cc1nc2cc(-c3ccccc3)nn2c(C)c1CCC(=O)N1CCC2(CC1)OCCO2
 : i	-0.26	i
Cc1cc(/C=C2\C(=O)NC(=O)N(c3ccccc3)C2=O)c(C)n1-c1ccc(C(=O)O)c(Cl)c1
 : i	0.27	i
COc1cccc(OC)c1CN1CCCC(C(=O)c2cccc(Cl)c2)C1 (stereo not drawn)
 : i	-1.34	i
CCOC(=O)c1c(N)n(CCN2CCOCC2)c2nc3ccccc3nc12
 : i	-0.09	i
CCn1c(C)c(C(=O)NCCc2ccccc2)c2cc(OC)ccc21
 : i	-0.61	i

# In the list so far, 3 have a COOH group:
# The line under a structure holds: CHT block	Kir21 inh	KCNQ2 inh
N[C@@H](Cc1cc(Br)c(O)c(Br)c1)C(=O)O
 : i	-0.73	i
CCOP(=O)(OCC)C1(C(=O)O)CCCC1
 : i	0.04	i
Cc1cc(/C=C2\C(=O)NC(=O)N(c3ccccc3)C2=O)c(C)n1-c1ccc(C(=O)O)c(Cl)c1
 : i	0.27	i

# Following part.
# The line under a structure holds: CHT block	Kir21 inh	KCNQ2 inh
CC(=O)N(C1=NCCCS1)c1ccc(F)cc1
 : i	0.79	i
CNCCc1c[nH]c2ccccc12
 : i	-0.08	i
CC(C)c1oc(=O)cc2c1[C@@H](O)[C@H]1OC(=O)[C@@]3(C)CC[C@@H](O)[C@@]2(C)C13 (stereo partly drawn)
 : i	-0.02	i
COc1ccc2ccc(O)c(CN3CC=C(c4ccccc4)CC3)c2c1
 : i	-0.84	i
NS(=O)(=O)c1ccc(N=Cc2c(O)n(-c3ccccc3)c(=O)[nH]c2=O)cc1
 : i	-0.97	i
O=C(Nc1ccc2c(c1)OCO2)c1cn(Cc2ccc(F)cc2)nn1
 : i	1.24	i
CCCC(=O)c1cc(CP(=O)(OCC)OCC)oc1C
 : i	1.67	i
CC(=O)O[C@H]1CCC2C3CCC4=CC(=O)CCC4=C3C=C[C@@]21C (stereo partly drawn)
 : i	0	i
CC(=O)Nc1ccc(C(=O)OCC(=O)Nc2ccc(Cl)cc2C(=O)c2ccccc2)cc1
 : i	-3.01	i
CCC1=CCN(CCc2c(C)[nH]c3ccccc23)CC1
 : i	0.41	i
CC(C)=CCC12CN3CCN(CC(C3)C1=O)C2
 : i	1.05	i
Cc1ncc([N+](=O)[O-])n1CCOc1nonc1N
 : i	-1.12	i
COc1ccc(O)c(CN2CCCC(C(=O)c3ccccc3SC)C2)c1 (stereo not drawn)
 : i	0.11	i
O=[N+]([O-])c1cc(F)c(N2CCCC2)cc1N1CCNCC1
 : i	-0.03	i
C=Cn1ccnc1P(=S)(c1ccc(N(C)C)cc1)c1nccn1C=C
 : i	0.97	i
CCC(=NC1CC1)c1c(O)n(C2CCCCC2)c(=O)[nH]c1=O
 : i	0.11	i
COc1ccc(CCNCC2CCCO2)cc1 (stereo not drawn)
 : i	-1.24	i
c1ccc(C2N3CCCN23)cc1 (stereo not drawn)
 : i	-1.2	i
O=Cc1cn(Cc2c(F)cccc2Cl)c2ccccc12
 : i	0.25	i
COc1ccc(/C=C2/C(=O)N(Cc3ccco3)C(=O)N(C(C)C)C2=O)cc1
 : i	0.5	i
COc1ccccc1N1CCN(Cc2ccc3c(c2)OCO3)CC1
 : i	0.11	i
O=Cc1cn(Cc2ccc(F)cc2)c2ccccc12
 : i	3.02	i
CSc1ccc(CN2CCN(C(=O)Cc3ccccc3)CC2)cc1
 : i	1.88	i
Cn1cc[n+](C)c1P(=S)(c1ccccc1)c1ccccc1
 : i	-0.17	i
CCCS(=O)(=O)N1CCCC(C(=O)N2CCC3(CC2)OCCO3)C1 (stereo not drawn)
 : i	0.47	i
FC(F)(F)c1ccccc1NC1=NCCCS1
 : i	-1.18	i
CCCCCCCCCCCCCCCC[N+](C)(C)C
 : i	-2.42	i
C=CCN1C(=O)C2(C(C(=O)OCC)=C(N)Oc3c2c(=O)oc2ccccc32)c2ccccc21 (stereo not drawn)
 : i	-1.04	i
O=C(O)CCn1cc(C=C2C(=O)NC(=S)NC2=O)c(-c2cccc(Br)c2)n1
 : i	0.33	i
Cc1ccccc1-n1c(C)nc2ccccc2c1=O
 : i	-0.2	i

# Complete entries, looked up by structure. Order of values: CHT block	Kir21 inh	KCNQ2 inh
# Cn1cc[n+](C)c1P(=S)(c1ccccc1)c1ccccc1 in the list: i	-0.17	i
# O=Cc1cn(Cc2ccc(F)cc2)c2ccccc12 in the list: i	3.02	i
# CCCS(=O)(=O)N1CCCC(C(=O)N2CCC3(CC2)OCCO3)C1 (stereo not drawn) in the list: i	0.47	i

# Other entries follow.
# The line under a structure holds: CHT block	Kir21 inh	KCNQ2 inh
CC1(C(=O)O)CCCC2(C)c3cc(O)ccc3CCC12 (stereo not drawn)
 : i	0.26	i
N#CCCn1cc(C(=O)Nc2ccc(F)cc2)c(-c2ccccc2)n1
 : i	-0.66	i
COC(=O)c1c(C)n(Cc2ccccc2)c2ccc(O)cc12
 : i	0.04	i
CC1=CC2/C=C(\C)CCC(O)C(O)/C=C/C(=O)C23C(=O)NC(CC(C)C)C3C1C (stereo not drawn)
 : -6.53*	-7.11*	i
O=C(O)c1nn(Cc2ccc(Cl)cc2Cl)c2ccccc12
 : i	-0.04	i
CCN(CC)c1ccc(/C=C2/C(=O)NC(=O)N(CC3CCCO3)C2=O)cc1 (stereo not drawn)
 : i	1.5	i
CC1(C)CC(=O)C=C(NCCN2CCN(C(=O)Cc3ccc(Cl)cc3)CC2)C1
 : i	0.01	i
CCCCn1c(=O)c(C=Nc2cc([N+](=O)[O-])ccc2OC)c(O)n(CCCCl)c1=O
 : i	0.75	i
CCC1C2CC3C4N(C)c5ccccc5C45CC(C2C5O)N3[C@@H]1O (stereo partly drawn)
 : i	0.79	i
CN1CCN(c2ccc(C(F)(F)F)cc2N)CC1
 : i	-2.3	i
COC(=O)C1=C(c2cc3ccccc3s2)C[C@@H]2CC[C@H]1N2C(=O)NCC1CC1
 : i	0.44	i
O=C(N=Nc1c(O)[nH]c(=O)[nH]c1=O)C1COc2ccccc2O1 (stereo not drawn)
 : i	0.53	i
Cn1cc(C(O)CN2CCCCC2)c2ccccc21 (stereo not drawn)
 : i	-0.16	i
CCCCn1c(O)c(C(C)=NCc2cccnc2)c(=O)[nH]c1=O
 : i	0	i
CCOP(=O)(OCC)c1cccc(OP(=O)(c2cccc([N+](=O)[O-])c2)c2cccc([N+](=O)[O-])c2)c1
 : i	0.11	i
Cn1c(O)c(C=NCCCN2CCCC2=O)c(=O)n(C)c1=O
 : i	-0.4	i
COc1cccc(C(=O)C2CCCN(Cc3ccccn3)C2)c1 (stereo not drawn)
 : i	0.46	i
COc1ccc(NC(=O)CN2CC=C(c3ccccc3)CC2)cc1S(=O)(=O)N1CCOCC1
 : i	-2.19	i
O=C1CCCC2C3CCCN4CCCC(CN12)C34 (stereo not drawn)
 : i	0.97	i
Cc1ccc(NP(=O)(Nc2ccc(C)cc2)Oc2ccccc2)cc1
 : i	-0.35	-7.08*
Cn1ncnc2c(=O)n(C)c(=O)nc1-2
 : i	0.85	i

# This is a subset; the hit share may differ from the screen's.
